Source: PubChem BioAssay
DAX1 inh-1 = inhibits human nuclear receptor DAX1; P51843; HEK293 Gal4-DAX1 luciferase reporter, luminescence; inhibition, % at 6.75 µM; 340,000 tested, 0.99% active; AID 504766;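 active = inhibition above the mean over all tested compounds plus 3 SD, cut at about 4.2% in these data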;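 note: 0% = DAX1-transfected cells with DMSO and 100% = empty-vector control cells with DMSO; inhibition shows as a rise in luminescence from relieved DAX1 repression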
HGIII-sPLA2 inh = Blocks human group III sPLA2 activity; Q9NZ20; QFRET BODIPY PC-A2 liposome hydrolysis, fluorescence; inhibition, % at 12.2 µM; 370,000 tested, 0.56% active; AID 743126;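 active = inhibition above mean plus 3 SD of compounds lying within the high and low control bounds, cut at about 19% in these data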;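 note: 0% = median of test compound wells and 100% = no enzyme DMSO wells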
Target sequence (Q9NZ20 whole entry, looked up): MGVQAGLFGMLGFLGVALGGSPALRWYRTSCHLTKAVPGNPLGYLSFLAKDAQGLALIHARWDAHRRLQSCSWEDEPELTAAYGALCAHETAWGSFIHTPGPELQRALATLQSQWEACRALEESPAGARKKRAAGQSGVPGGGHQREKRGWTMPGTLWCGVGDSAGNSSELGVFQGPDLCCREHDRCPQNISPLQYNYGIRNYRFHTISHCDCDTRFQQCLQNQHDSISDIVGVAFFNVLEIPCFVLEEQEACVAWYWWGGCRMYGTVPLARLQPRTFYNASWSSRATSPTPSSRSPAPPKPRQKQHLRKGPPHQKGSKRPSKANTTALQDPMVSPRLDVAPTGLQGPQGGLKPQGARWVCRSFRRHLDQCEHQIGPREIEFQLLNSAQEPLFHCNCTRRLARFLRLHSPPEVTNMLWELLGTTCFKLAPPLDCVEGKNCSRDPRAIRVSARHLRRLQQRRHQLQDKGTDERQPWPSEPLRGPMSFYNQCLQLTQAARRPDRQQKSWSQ
GC-B act = GC-B (human) receptor activation. P20594. HEK293-GC-B cells, CNP EC30, cGMP TR-FRET; 0% at EC30 CNP, 100% saturating CNP. activation, % at 10 µM. 370,000 tested, 0.11% active. AID 1920062;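 active = activation at 10 µM reaching about 35% in either raw or pattern-adjusted values, limit read from the data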
ADAM10 inh = ADAM10 inhibition, QFRET primary screen; O14672; recombinant ADAM10, EDANS/DABCYL FRET peptide cleavage, 3 h; inhibition, % at 7 µM; 370,000 tested, 0.62% active; AID 720582;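 active = inhibition above a per-campaign cutoff equal to the mean of compounds falling between control-based bounds plus 3 SD, cut at about 20% in these data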;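 note: 0% = DMSO wells while the 100% control is not disclosed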
Target sequence (O14672 214-748 limits assumed): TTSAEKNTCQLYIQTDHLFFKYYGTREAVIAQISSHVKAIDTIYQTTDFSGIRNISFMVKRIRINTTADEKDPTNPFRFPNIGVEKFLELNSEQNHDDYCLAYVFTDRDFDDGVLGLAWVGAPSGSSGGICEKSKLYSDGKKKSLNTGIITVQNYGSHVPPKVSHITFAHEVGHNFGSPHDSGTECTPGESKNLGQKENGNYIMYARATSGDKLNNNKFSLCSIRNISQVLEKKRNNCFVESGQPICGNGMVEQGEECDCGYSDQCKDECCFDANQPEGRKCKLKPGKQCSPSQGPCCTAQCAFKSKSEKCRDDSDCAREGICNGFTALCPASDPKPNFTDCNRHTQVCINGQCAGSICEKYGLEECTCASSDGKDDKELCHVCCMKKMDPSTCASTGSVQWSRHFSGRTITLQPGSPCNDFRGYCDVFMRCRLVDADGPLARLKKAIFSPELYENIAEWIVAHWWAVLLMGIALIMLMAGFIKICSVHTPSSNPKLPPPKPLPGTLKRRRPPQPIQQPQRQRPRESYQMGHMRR
DAX1 inh-2 = inhibitors of DAX1 repression of SF-1 activated StAR promoter | HEK293T StAR-luciferase reporter, SF-1/DAX-1 repression relief | inhibition, % at 6.8 µM | 370,000 tested, 1.1% active | AID 652010;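 active = inhibition above the mean over all tested compounds plus 3 SD, cut at about 3.6% in these data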;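 note: 0% = DAX-1 cells with DMSO and 100% = cells lacking DAX-1 with DMSO; higher inhibition means more luminescence from relief of DAX-1 repression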
SMARCA2 activ = SMARCA2 function activation, primary screen; 370,000 tested, 1% active; AID 652017; MG213 cells, MMTV-luciferase reporter, dexamethasone, overnight; activation, % at 9.1 µM; in the data active = activation above about 7.8%;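 note: 0% = vehicle wells and 100% = reference activator wells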
hcDAF-12 act = activators of H. contortus DAF-12 nuclear receptor. HEK293 hcDAF-12 lit1-tk-luc reporter, luminescence; 0% DMSO, 100% Δ7-dafachronic acid. activation, % at 6.8 µM. 370,000 tested, 1.4% active;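 active = activation above the mean of all tested compounds plus 3 SD, cut at about 5.5% in these data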;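 note: 100% = response to 3 µM Δ7-dafachronic acid high control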
ssDAF12 agonist = S. stercoralis DAF-12 activation, primary screen; HEK293 ssDAF-12/GRIP1 lit1-tk-luc reporter, luminescence; % of 3 µM dafachronic acid response; activation, % at 6.8 µM; 370,000 tested, 1% active; AID 652126;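 active = activation above the mean over all tested compounds plus 3 SD, cut at about 0.9% in these data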;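 note: 0% = DMSO-only wells and 100% = 3 µM delta7-dafachronic acid wells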
FXN GAA850 act = frataxin GAA850 promoter activation. HEK293 lucGAA850 FXN promoter luciferase reporter, 24 h; percent of 10 µM SAHA response. activation, % at 6 µM. 360,000 tested, 0.56% active. AID 540364;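 active = activation above the average of all compounds screened plus 3 SD, cutoff fixed separately per campaign, cut at about 7.5% in these data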;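 note: 0% = DMSO wells and 100% = 10 µM SAHA wells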
hgDAF12 agonist = agonists of H. glycines DAF-12 nuclear receptor; HEK293 GAL4-hgDAF12 UAS-luciferase reporter, agonist luminescence; normalized to butyrate control; activation, % at 6.8 µM; 370,000 tested, 1.8% active;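 active = activation above a cutoff set at the mean of all screened compounds plus 3 SD, cut at about 10% in these data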;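 note: 0% = DMSO wells and 100% = sodium butyrate wells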
NPR1 activator = GC-A (human) enzyme activation. P16066. HEK293 GC-A cells, cGMP TR-FRET, EC30 ANP; 0% at EC30 ANP, 100% saturating ANP. activation, % at 10 µM. 370,000 tested, 0.14% active; in the data active = activation above about 40%
* marks the source's active call; other numbers are inactive results; & = joins results of further samples.

Results for Cc1cc(/C=C2\C(=O)NC(=O)N(Cc3ccccc3)C2=O)c(C)n1-c1ccc(Cl)c(C(=O)O)c1 ?
DAX1 inh-1: -1.0; HGIII-sPLA2 inh: -12; GC-B act: 4; ADAM10 inh: -19; DAX1 inh-2: 1.0; SMARCA2 activ: -3; hcDAF-12 act: -0.8; ssDAF12 agonist: -0.9; FXN GAA850 act: 1.2; hgDAF12 agonist: 4.9; NPR1 activator: -4

Results for O=C(CCCn1c(=O)[nH]c2cc(Cl)ccc2c1=O)N1CCC2(CC1)OCCO2 ?
DAX1 inh-1: 1.3; HGIII-sPLA2 inh: -8; GC-B act: -6; ADAM10 inh: 2; DAX1 inh-2: -0.2; SMARCA2 activ: 2; hcDAF-12 act: -0.5; ssDAF12 agonist: -1.6; FXN GAA850 act: 0.8; hgDAF12 agonist: -3.0; NPR1 activator: 1

How did CC12C=CC(=O)CC1CCC1C2CCC2(C)C(O)C(O)CC12 (stereo not drawn) do in these assays?
DAX1 inh-1: 1.3; HGIII-sPLA2 inh: 12; GC-B act: -1; ADAM10 inh: -10; DAX1 inh-2: 0.0; SMARCA2 activ: -3; hcDAF-12 act: -1.8; ssDAF12 agonist: -1.3; FXN GAA850 act: 2.1; hgDAF12 agonist: -1.9; NPR1 activator: 3

How did Cc1ccc(N2C(=O)NC(=O)/C(=C\c3cccn3C(C)(C)C)C2=O)cc1 do in these assays?
DAX1 inh-1: 0.2; HGIII-sPLA2 inh: 2; GC-B act: -1; ADAM10 inh: -13; DAX1 inh-2: -0.2; SMARCA2 activ: -1; hcDAF-12 act: 0.5; ssDAF12 agonist: -0.4; FXN GAA850 act: 0.9; hgDAF12 agonist: 1.0; NPR1 activator: 1

How did O=C(c1cccs1)c1cn(Cc2ccccc2Cl)c2ccccc12 do in these assays?
DAX1 inh-1: -1.4; HGIII-sPLA2 inh: -8; GC-B act: 15; ADAM10 inh: 0; DAX1 inh-2: 0.0; SMARCA2 activ: -2; hcDAF-12 act: -0.3; ssDAF12 agonist: -0.6; FXN GAA850 act: 0.0; hgDAF12 agonist: -1.1; NPR1 activator: 17

Results for O=c1[nH]c2ccccc2n1C1CCN(C(c2ccccc2)c2nnnn2Cc2ccccc2)CC1 (stereo not drawn) ?
HGIII-sPLA2 inh: -4; GC-B act: -1; ADAM10 inh: -10; DAX1 inh-2: -4.6; SMARCA2 activ: -4; hcDAF-12 act: -3.4; ssDAF12 agonist: -1.6; hgDAF12 agonist: -5.9; NPR1 activator: -11

How did Cc1ccc(S(=O)(=O)NC(Cc2cnc[nH]2)C(=O)O)cc1 (stereo not drawn) do in these assays?
DAX1 inh-1: 1.4; HGIII-sPLA2 inh: -2; GC-B act: 3; ADAM10 inh: 2; DAX1 inh-2: -0.7; SMARCA2 activ: 0; hcDAF-12 act: -1.6; ssDAF12 agonist: -1.9; FXN GAA850 act: 1.1; hgDAF12 agonist: 0.6; NPR1 activator: 3

How did C/C(O)=C(\C#N)C(=O)Nc1cc(Br)ccc1Br do in these assays?
DAX1 inh-1: 0.0; HGIII-sPLA2 inh: -20; GC-B act: -3; ADAM10 inh: -7; DAX1 inh-2: 0.2; SMARCA2 activ: 2; hcDAF-12 act: 1.7; ssDAF12 agonist: -0.3; FXN GAA850 act: -0.2; hgDAF12 agonist: -0.1; NPR1 activator: 7

How did CC(C)(C)P(=O)(N1CCOCC1)N1CCOCC1 do in these assays?
DAX1 inh-1: 0.5; HGIII-sPLA2 inh: 8; GC-B act: -1; ADAM10 inh: 9; DAX1 inh-2: 0.0; SMARCA2 activ: 0; hcDAF-12 act: -1.0; ssDAF12 agonist: -1.2; FXN GAA850 act: 0.8; hgDAF12 agonist: 0.2; NPR1 activator: -2

How did CN1CSC(=S)N(C)C1 do in these assays?
DAX1 inh-1: -0.3; HGIII-sPLA2 inh: 4; GC-B act: 2; ADAM10 inh: -5; DAX1 inh-2: 0.0; SMARCA2 activ: 0; hcDAF-12 act: -1.9; ssDAF12 agonist: -1.4; FXN GAA850 act: 0.8; hgDAF12 agonist: -0.7; NPR1 activator: 2

Results for COc1cc(/C=C2\C(=O)NC(=O)N(c3ccccc3)C2=O)cc(OC)c1OC ?
DAX1 inh-1: -0.3; HGIII-sPLA2 inh: -1; GC-B act: 9; ADAM10 inh: -7; DAX1 inh-2: 0.1; SMARCA2 activ: -3; hcDAF-12 act: -0.4; ssDAF12 agonist: -1.0; FXN GAA850 act: -1.8; hgDAF12 agonist: 4.0; NPR1 activator: -1

Results for CC12CN3CCN(C1)CC(C)(C3)C2=NO ?
DAX1 inh-1: 1.7; HGIII-sPLA2 inh: 2; GC-B act: 4; ADAM10 inh: -5; DAX1 inh-2: 0.6; SMARCA2 activ: -3; hcDAF-12 act: -0.3; ssDAF12 agonist: -1.3; FXN GAA850 act: 3.0; hgDAF12 agonist: -2.4; NPR1 activator: -2

How did Nc1ccccc1C(=O)OCc1ccc([N+](=O)[O-])cc1 do in these assays?
DAX1 inh-1: -0.6; HGIII-sPLA2 inh: -5; GC-B act: -3; ADAM10 inh: 8; DAX1 inh-2: -0.1; SMARCA2 activ: 3; hcDAF-12 act: 2.0; ssDAF12 agonist: -1.0; FXN GAA850 act: 5.4; hgDAF12 agonist: 11*; NPR1 activator: 3

How did CC(=NCCCN1CCCCC1)c1c(O)n(Cc2ccccc2)c(=O)[nH]c1=O do in these assays?
DAX1 inh-1: -0.7; HGIII-sPLA2 inh: 3; GC-B act: 8; ADAM10 inh: -1; DAX1 inh-2: -0.1; SMARCA2 activ: -3; hcDAF-12 act: -0.9; ssDAF12 agonist: -1.2; FXN GAA850 act: -0.3; hgDAF12 agonist: -0.1; NPR1 activator: 5

Results for O=C(CCc1ccccc1)N1Cc2cc(N3CCOCC3)ccc2-n2nncc2C1 ?
HGIII-sPLA2 inh: 13; GC-B act: -1; ADAM10 inh: -2; DAX1 inh-2: 1.1; SMARCA2 activ: -3; hcDAF-12 act: 0.6; ssDAF12 agonist: -0.6; hgDAF12 agonist: 3.8; NPR1 activator: -3

Results for CCCNC(=O)Cn1cnc2sc(C(=O)N3CCC4(CC3)OCCO4)c(C)c2c1=O ?
DAX1 inh-1: -0.6; HGIII-sPLA2 inh: 4; GC-B act: -1; ADAM10 inh: -6; DAX1 inh-2: -0.7; SMARCA2 activ: -3; hcDAF-12 act: -0.8; ssDAF12 agonist: -1.4; FXN GAA850 act: -0.5; hgDAF12 agonist: -0.6; NPR1 activator: -1

How did CN1CCN(c2ncnc3nc[nH]c23)CC1 do in these assays?
DAX1 inh-1: 1.4; HGIII-sPLA2 inh: 3; GC-B act: 1; ADAM10 inh: -15; DAX1 inh-2: 0.4; SMARCA2 activ: -2; hcDAF-12 act: -1.3; ssDAF12 agonist: -1.1; FXN GAA850 act: 0.6; hgDAF12 agonist: 0.0; NPR1 activator: 5

Results for Cc1cc(C(=O)OC(C)C(=O)Nc2ccccc2)c(C)n1C1CC1 (stereo not drawn) ?
DAX1 inh-1: -0.5; HGIII-sPLA2 inh: 0; GC-B act: 4; ADAM10 inh: -1; DAX1 inh-2: -1.5; SMARCA2 activ: -4; hcDAF-12 act: -1.4; ssDAF12 agonist: -1.5; FXN GAA850 act: 0.2; hgDAF12 agonist: 1.5; NPR1 activator: -1

What do the screens show for `O=c1[nH]c2ccccc2n1C1CCN(C(CCc2ccccc2)c2nnnn2-c2ccc3c(c2)OCCO3)CC1` (stereo not drawn)?
HGIII-sPLA2 inh: 3; GC-B act: 4; ADAM10 inh: 10; DAX1 inh-2: -4.3; SMARCA2 activ: -6; hcDAF-12 act: -3.0; ssDAF12 agonist: -1.1; hgDAF12 agonist: -4.5; NPR1 activator: -5

What do the screens show for `Cc1ccc(-c2cc(-c3ccccc3)cc(-c3ccccc3)[n+]2-c2ccccc2)cc1`?
DAX1 inh-1: -5.5; HGIII-sPLA2 inh: 11; GC-B act: -8; ADAM10 inh: -74; DAX1 inh-2: -3.1; SMARCA2 activ: -8; hcDAF-12 act: -7.4; ssDAF12 agonist: -3.0; FXN GAA850 act: -11; hgDAF12 agonist: -14; NPR1 activator: -8

Results for CCN(CC)c1ccc(N=Cc2c(O)[nH]c(=O)[nH]c2=O)cc1 ?
DAX1 inh-1: 0.2; HGIII-sPLA2 inh: -9; GC-B act: -14; ADAM10 inh: 13; DAX1 inh-2: -0.2; SMARCA2 activ: -1; hcDAF-12 act: -2.9; ssDAF12 agonist: -1.1; FXN GAA850 act: 2.2; hgDAF12 agonist: -3.2; NPR1 activator: -26

What do the screens show for `CC(N)Cc1ccc(O)cc1` (stereo not drawn)?
HGIII-sPLA2 inh: -2&-3; GC-B act: -2&-2; ADAM10 inh: -4&5; DAX1 inh-2: 0.3&0.8; SMARCA2 activ: 3&-5; hcDAF-12 act: -0.6&-0.4; ssDAF12 agonist: -0.8&-0.4; hgDAF12 agonist: -0.7&-1.4; NPR1 activator: 0&4

What do the screens show for `CN(C)c1ccc([N+](=O)[O-])c([N+](=O)[O-])c1`?
DAX1 inh-1: 4.4*; HGIII-sPLA2 inh: 2; GC-B act: 1; ADAM10 inh: 3; DAX1 inh-2: -0.2; SMARCA2 activ: -2; hcDAF-12 act: 0.9; ssDAF12 agonist: -1.0; FXN GAA850 act: 2.1; hgDAF12 agonist: -1.8; NPR1 activator: -1

What do the screens show for `CCCCC/C(=N\O)c1c[nH]c2ccccc12`?
DAX1 inh-1: -0.4; HGIII-sPLA2 inh: -34; GC-B act: -3; ADAM10 inh: 10; DAX1 inh-2: 0.2; SMARCA2 activ: 2; hcDAF-12 act: 3.2; ssDAF12 agonist: -0.3; FXN GAA850 act: 0.3; hgDAF12 agonist: 1.4; NPR1 activator: -1

Results for COc1ccccc1N1CCN(Cc2cnc(-c3ccccc3)[nH]2)CC1 ?
DAX1 inh-1: -0.6; HGIII-sPLA2 inh: 4; GC-B act: -2; ADAM10 inh: -1; DAX1 inh-2: 0.0; SMARCA2 activ: -2; hcDAF-12 act: -0.8; ssDAF12 agonist: -1.8; FXN GAA850 act: 0.3; hgDAF12 agonist: 0.2; NPR1 activator: 2

How did CC(C)n1c(=O)c(C=Nc2cccc([N+](=O)[O-])c2)c(O)n(CCc2ccccc2)c1=O do in these assays?
DAX1 inh-1: 1.0; HGIII-sPLA2 inh: 1; GC-B act: -2; ADAM10 inh: 6; DAX1 inh-2: 0.1; SMARCA2 activ: 1; hcDAF-12 act: 2.0; ssDAF12 agonist: 0.3; FXN GAA850 act: -0.7; hgDAF12 agonist: -0.7; NPR1 activator: -3

These rows are one share of the data, so the mix of outcomes need not match the whole.
